BL2 CD40 inh – CD40 pathway inhibition in BL2 cells; BL2 NF-kB luciferase reporter, CD40L-induced, 4 h; actives 0.94% (n = 83,000); inhibition, % at 10 µM;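 active = mean inhibition of at least 50% with a set share of replicates also reaching that level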;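 also: 0% = neutral control wells and 100% = IKK inhibitor VII at 50 µM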
* hit, by the source's call; & = joins results of further samples; [ ] = remark or other dose.

BL2 CD40 inh	SMILES
12	Cc1cccc(C)c1[N+](=O)[O-]
3[25 µM]	Cc1ccccc1-c1cnc2c(c1)C(=O)N([C@@H](C)CO)C[C@@H](C)[C@H](CN(C)Cc1ccccc1F)O2
-13	CCc1nnc(SCC(=O)Nc2ccc3ccccc3c2)n1N
-14	O=C(Cn1ccc2ccccc21)Nc1ccc2c(c1)OCO2
-96	O=c1oc(-c2ccco2)nc2sc3c(c12)CCCC3
10	CC(C)c1cc(C(=O)O)on1
7	COc1ccc(CCN2C(=O)CSC2c2ccc(OC)c(OC)c2)cc1OC (stereo not drawn)
-3[25 µM]	C[C@H]1CN([C@@H](C)CO)C(=O)c2cc(N(C)C)ccc2O[C@@H]1CN(C)S(=O)(=O)c1cn(C)cn1
-42	N#Cc1nc(-c2ccco2)oc1N1CCc2ccccc2C1
3	Cc1nn(Cc2ccccc2)c(C)c1C(=O)NCCCN1CCCC1=O
10	CN(C)C(=O)C1Cc2ccccc2CN1S(=O)(=O)c1ccc(F)cc1 (stereo not drawn)
12	COc1ccc(CCNC(=O)COC(=O)C2CC2)cc1OC
1	CCC(=O)N1[C@H](CO)[C@@H](c2ccc(-c3ccccc3)cc2)[C@@H]1CNC(=O)COC
28	Cc1cc2oc(C(=O)NCCc3ccc(S(N)(=O)=O)cc3)c(C)c2cc1C
5[25 µM]	COc1cccc(S(=O)(=O)N(C)C[C@@H]2Oc3cc(Br)ccc3S(=O)(=O)N([C@@H](C)CO)C[C@@H]2C)c1
-16[25 µM]	COC(=O)C[C@@H]1CC[C@H]2[C@@H](COC[C@H](O)CN2S(=O)(=O)c2ccccc2OC)O1
2	C[C@H]1CN([C@@H](C)CO)C(=O)c2ccccc2-c2ccccc2CO[C@@H]1CN(C)S(=O)(=O)c1ccccc1F
6	CC1CCc2sc(C(=O)NN=C3CCC(c4ccccc4)CC3)cc2C1 (stereo not drawn)
20	COCCNc1nnc(SCC(=O)Nc2cc(C)on2)s1
-1	CCOC(=O)c1c(NC(=O)c2cccs2)sc2c1CC(C)(C)OC2
-7	COc1cccc(CNC(=O)c2cc3oc4ccccc4c3n2C)c1OC
3	CC(=O)Nc1nc2c(C)c(Cl)ccc2s1
-13	O=C(c1ccc2c(Cl)c3c(nc2c1)CCCC3)N1CCC(N2CCCCC2)CC1
0	COc1cc(OC)c(C(=O)c2ccccc2[N+](=O)[O-])c(OC)c1
12	CCc1nc(N=C(N)N)nc2ccccc12
11	O=C(O)c1n[nH]c2c1CCCCC2
-3	Cc1ccc(NC(=O)CN(C)C(=O)COC(=O)[C@@H](NC(=O)c2ccccc2F)C(C)C)cc1
-17	COc1cc(/C=C/C(=O)O)cc(S(=O)(=O)NNC(=O)c2ccc3c(c2)OCO3)c1OC
5	COc1ccc(CCCNC(=O)CC#N)cc1OC
10	CC12CCC(=O)N1C(C(=O)N1CCN(c3ccc([N+](=O)[O-])cc3)CC1)CS2 (stereo not drawn)
3	COc1ccc(CCn2c(C)cc(C(=O)CCl)c2C)cc1OC
-4[25 µM]	CN(C)CC(=O)N1C[C@@H]2N[C@H](C1)C2c1ccc(C2=CCCCC2)cc1 (stereo partly drawn)
4	COC(=O)c1c(NC(=O)C(C)(C)C)csc1C
-5	CC(C)C(NC(=O)c1ccc(C(C)(C)C)cc1)C(=O)O (stereo not drawn)
7	CC(C)CNS(=O)(=O)c1ccc(CCC(=O)N2CCN(c3ccccc3)CC2)cc1
8	CN(c1ccccc1C(=O)NC1CC2CCC1C2)S(=O)(=O)c1ccccc1 (stereo not drawn)
-2	CCCc1cn(CC[C@H]2CC[C@@H](NC(=O)Cc3cccnc3)[C@@H](CO)O2)nn1
-66	COc1cccc(OC)c1C(=O)Nc1cccc(-c2nc3ccccc3[nH]2)c1
1	COc1c(Br)cc(Br)cc1C(=O)O
10	O=C(Nc1nc(-c2ccccn2)cs1)c1ccc(-c2ccccc2F)o1
2	O=C1CCCCN1CC(=O)N1CCCC(N2CCN(c3ccccc3F)CC2)C1 (stereo not drawn)
-4	COc1ccc(C)cc1NC(=O)CSc1nnc2ccc(-c3ccncc3)nn12
-14	Cc1cc(NC(=O)c2cccc(C(=O)Nc3cc(C)on3)n2)no1
3	COc1ccc(-c2nc3c4c(ncn3n2)-c2ccccc2CC42CCCC2)cc1
6	COc1ccc(C(=O)NNC(=O)Cn2nc(C)cc2C)cc1S(=O)(=O)N1CCOCC1
1	O=C(CCC(=O)c1cccs1)NCc1cccnc1
-9	O=C(COC(=O)c1cccc(Oc2ccccc2)c1)NCc1ccco1
10	CCC(CC)C(=O)N(C)c1c(C)nc2c(OCCC3CCCCC3)cccn12
2	CC1CCN(C(=O)C2CCN(C(=O)c3ccc(C(C)(C)C)cc3)CC2)CC1
9	O=C(NCc1ccc(F)cc1)C1(S(=O)(=O)c2ccc(Cl)cc2)CC1

Other compounds
BL2 CD40 inh	SMILES
6	CC(C)C(O)(C#CCN1CCCCC1)c1ccccc1 (stereo not drawn)
4	C[C@H]1CN([C@@H](C)CO)C(=O)c2c(c3ccccc3n2C)-c2ccccc2CO[C@H]1CN(C)C(=O)Cc1ccccc1
0	COC(=O)c1[nH]c2ccc(F)cc2c1NC(=O)C1=COCCO1
9	CCCNC(=O)C1(C)CCCN(Cc2cccc(C#N)c2)C1 (stereo not drawn)
9	O=C(CN1C(=O)c2ccccc2S1(=O)=O)Nc1ccon1
-5	O=C(Cn1nnc(-c2ccccc2)n1)NCc1ccccc1
16[25 µM]	Cc1ccc(S(=O)(=O)N2CC[C@@H]3[C@H]2c2cc(-c4ccccc4F)ccc2N(C)[C@H]3CO)cc1
8	CCOCCCNC(=O)c1cccs1
2	CCOC(=O)C1(C)NC(c2ccco2)C2C(=O)N(CC)C(=O)C21 (stereo not drawn)
1	CNc1nc(SC)nc2ccccc12
3	CC(=O)c1cc2c(cc1NS(=O)(=O)c1ccccc1)OCO2
-8	CCN(C(=O)CSc1nnc(-c2ccc(C)cc2)n1N)c1c(N)n(Cc2ccccc2)c(=O)[nH]c1=O
9&18[25 µM]	N#Cc1ccc(-c2ccc(C3[C@@H]4CN(S(=O)(=O)c5ccccc5F)C[C@H]3N4)cc2)cc1 (stereo partly drawn)
-15	CC(=O)c1c(C)nc(C)nc1NC(=O)C(C)C
-27	Cc1nc(-c2ccccc2)sc1-c1ccnn1C
21	N#CCCn1cc(/C=N/NC(N)=S)c(-c2ccccc2)n1
32	COc1ccc(CCNC(=O)C2CCC(=O)N2CCc2ccccc2)cc1OC (stereo not drawn)
-4	N#C[C@H]1[C@@H](c2ccc(C3=CCCC3)cc2)[C@@H](CO)N1S(=O)(=O)c1ccccc1
24	Cc1cccn2c(=O)c(C(=O)NC3CC(C)CC(C)(C)C3)c(O)nc12 (stereo not drawn)
6	COc1cccc(NC(=O)NCC2CCN(Cc3ccc(F)cc3)CC2)c1
11	CS(=O)(=O)c1ccc(N)cc1
2	O=C1COc2ccc(S(=O)(=O)Nc3ccc4c(c3)OCO4)cc2N1
-5	O=C(COC(=O)c1ccc(F)c(S(=O)(=O)N2CCOCC2)c1)NCc1ccc(F)cc1
26	Cc1nonc1CC(=O)NC1CCCc2c1cnn2-c1ccc(F)cc1F (stereo not drawn)
-10[25 µM]	C[C@H]1CN([C@@H](C)CO)C(=O)CCCn2cc(nn2)CO[C@@H]1CN(C)C(=O)Nc1ccnc(N2CCOCC2)c1
-7	CCOC(=O)c1ccc(NC(=O)N2CCN(Cc3ccccc3)CC2)cc1
6	COc1ccc(CCNS(=O)(=O)c2ccc(C(=O)NCc3ccco3)cc2)cc1OC
17[25 µM]	CCCNC(=O)N1CC2(CCN(C(=O)Nc3cccc(F)c3)CC2)c2c(n(C)c3cc(OC)ccc23)[C@H]1CO
8	COc1ccccc1NC(=O)CN1C(=O)C(C)Oc2ccccc21 (stereo not drawn)
3	COc1ccc(-c2cn3cccnc3n2)cc1NC(=O)C1CC1
5	CN(C)S(=O)(=O)c1ccc(C(=O)OCC2COC(C)(C)O2)cc1 (stereo not drawn)
-33	O=C(/C=C/c1ccccc1)OCC(=O)c1ccc[nH]1
2	CCOc1ccc2[nH]c(=O)c(CN(CCN3CCCC3)C(=S)Nc3ccccc3OCC)cc2c1
4	CCC12CCC3c4ccc(O)cc4CCC3C1CC(O)C2O (stereo not drawn)
-23	O=C(COC(=O)CNC(=O)c1ccc(Cl)cc1Cl)NCc1ccco1
-70	O=C(c1ccc(CNS(=O)(=O)c2ccc(F)cc2)cc1)N1CCCCCC1
22	COc1cc(CN2CCCC(CO)(Cc3ccccc3C)C2)cc2c1OCO2 (stereo not drawn)
8	Cc1noc(C)c1CSCC(=O)Nc1ccc(S(C)(=O)=O)cc1
-10[25 µM]	CC[C@H]1C/C=C\C[C@@H](c2ccc(OC)cc2OC)NC(=O)[C@@H](C)CC(=O)N1
0[25 µM]	CC=Cc1ccc2n(c1=O)C[C@@H]1[C@@H](CO)[C@H](C(=O)N(C)C)N(C(=O)CC)[C@H]21 (mixture of isomers)
7	Cn1cc(S(=O)(=O)N2CCCC2)cc1C(=O)N1CCN(c2ccccc2)CC1
14[25 µM]	COc1cccc(S(=O)(=O)N2CCCCN3[C@H](C2)[C@@H](c2ccc(C#CCC(C)C)cc2)[C@@H]3CO)c1
5	CCC12CC3CC(C1)CC(C(=O)O)(C3)C2
-29	COc1ccc2oc(C(=O)NNC(=O)c3ccc(F)cc3)c(C)c2c1
-14	Cc1csc(CN(C)C(=O)CC2C(=O)NCCN2Cc2ccccc2C)n1 (stereo not drawn)
11	O=C1CCCN1C(=O)CCC(=O)N1CCCC1=O
-10[25 µM]	C[C@@H]1CN([C@@H](C)CO)C(=O)CCCn2cc(nn2)CO[C@H]1CN(C)C(=O)Nc1cccc2ccccc12
12	O=C1CS/C(=N\C(=O)N2c3ccccc3Sc3ccccc32)N1
4	CCN(CC(=O)Nc1c(F)cccc1F)C(=O)CNC(=O)c1ccco1
-5[25 µM]	C[C@H]1CCCCO[C@@H](CN(C)CC2CCCCC2)[C@@H](C)CN([C@@H](C)CO)C(=O)c2cc(NS(C)(=O)=O)ccc2O1

The results go on.
BL2 CD40 inh	SMILES
6	CN1C[C@H]2[C@@H](c3ccccc31)[C@H](CO)N2C(=O)C1CCCC1
-7	CCn1c(SCC(=O)OC)nc2sc3c(c2c1=O)CCC3
-5	CCOC(=O)Nc1cc(OC)cc2ccc(C)nc12
-15[25 µM]	C[C@H]1CN([C@@H](C)CO)C(=O)CCCn2nncc2CO[C@H]1CN(C)C(=O)Nc1ccc(-c2cccs2)cc1
-2	Cn1c(COc2ccccc2)nnc1SCCN1CCOCC1
-9	CCNC(=O)c1c(O)c2ccccc2[nH]c1=O
3	O=C1CC2(CCN(C(=O)c3cccc([N+](=O)[O-])c3)CC2)Oc2ccccc21
13	COc1ccc(CNC(=O)c2cc(-c3ccccc3OC)on2)cc1
4	c1nc2sc3c(c2c2nnnn12)CCC3
0	Cc1nnc(NC(=O)CCC(=O)NC2CCCCCCC2)s1
26	O=C(C1CCCN(Cc2cccnc2)C1)N1CCCCC1 (stereo not drawn)
12	N#C[C@H]1[C@@H](c2ccc(C#CC3CCCCC3)cc2)[C@H](CO)N1S(=O)(=O)c1ccccc1
4	CCCNC(=O)C1(C)CCCN(Cc2ccccc2Cl)C1 (stereo not drawn)
14	CN(C(=O)C1CCC(CNS(=O)(=O)c2cccc3cccnc23)CC1)C1CCCCC1 (stereo not drawn)
0	CC(C)NC(=O)N(C)C[C@@H]1Oc2c(cccc2N(C)C)C(=O)N(C)C[C@H]1C
-3	CSCCC1NC2(C(=O)Nc3ccc(Cl)cc32)[C@@H]2C(=O)N(C3CCCC3)C(=O)[C@H]12 (stereo partly drawn)
86*	Oc1cc2c(cc1C(c1ccc(Br)cc1)N1CCCC1)OCO2 (stereo not drawn)
2	Cc1nc(CC(=O)Nc2nccs2)cs1
-5[25 µM]	O=C(Cc1ccncc1)NCC[C@H]1CC[C@H](NS(=O)(=O)c2ccccc2Cl)[C@@H](CO)O1
1	CCCCCNc1nc(NCCCO)c(C#N)c2c1CN(C)CC2
1	Cc1cc(F)ccc1NC(=O)CCc1ccc(S(=O)(=O)N2CCOCC2)cc1
-18	c1ccn2cc(C34CC5CC(CC(C5)C3)C4)nc2c1
-47	COc1ccc(NC(=O)Nc2nnc(-c3cccs3)s2)cc1
17	CC(=O)OC1c2c(ccc3ccc(=O)oc23)OC(C)(C)C1OC(=O)CC(C)C (stereo not drawn)
12	O=C(NCc1ccccc1)C1CC(=O)N(c2ccc(OCC(=O)N3CCCC3)cc2)C1 (stereo not drawn)

Molecules listed so far with a cyano group, in the order listed:
BL2 CD40 inh	SMILES
-42	N#Cc1nc(-c2ccco2)oc1N1CCc2ccccc2C1
5	COc1ccc(CCCNC(=O)CC#N)cc1OC
9	CCCNC(=O)C1(C)CCCN(Cc2cccc(C#N)c2)C1 (stereo not drawn)
9&18[25 µM]	N#Cc1ccc(-c2ccc(C3[C@@H]4CN(S(=O)(=O)c5ccccc5F)C[C@H]3N4)cc2)cc1 (stereo partly drawn)
21	N#CCCn1cc(/C=N/NC(N)=S)c(-c2ccccc2)n1
-4	N#C[C@H]1[C@@H](c2ccc(C3=CCCC3)cc2)[C@@H](CO)N1S(=O)(=O)c1ccccc1
12	N#C[C@H]1[C@@H](c2ccc(C#CC3CCCCC3)cc2)[C@H](CO)N1S(=O)(=O)c1ccccc1
1	CCCCCNc1nc(NCCCO)c(C#N)c2c1CN(C)CC2

Returning to the listing, starting 3 compounds before the break.
BL2 CD40 inh	SMILES
-47	COc1ccc(NC(=O)Nc2nnc(-c3cccs3)s2)cc1
17	CC(=O)OC1c2c(ccc3ccc(=O)oc23)OC(C)(C)C1OC(=O)CC(C)C (stereo not drawn)
12	O=C(NCc1ccccc1)C1CC(=O)N(c2ccc(OCC(=O)N3CCCC3)cc2)C1 (stereo not drawn)
4	COc1ccc(NS(=O)(=O)c2cc(N=Nc3c(O)[nH]c(=O)[nH]c3=O)ccc2Cl)cc1
2	Cc1cccc(-c2ccc([C@@H]3[C@@H](CO)N4CCCCN(C(=O)c5ccc6c(c5)OCO6)C[C@@H]34)cc2)c1
-45	CSc1nsc(NC(=O)Cc2ccccc2)n1
-2	CC(c1nccs1)N(C)c1nc2nonc2nc1NC1CC1 (stereo not drawn)

Screening results deposited in PubChem BioAssay by Broad Institute.

This is a subset, so the mix of outcomes need not match the whole.
